# Coupling enz – inhibits coupling enzyme system, counter-screen for aldolase hits. hit rate 0.67% among 290,000. AID 2472. activity change, negative = inhibition, % at 58.2 µM, hits read low. coupling enzyme system counterscreen, AmpLite Red fluorescence; in the data active = activity change below about -30%
#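 First, compound is pin-transferred into glyceraldehyde-3-phosphate coupling-enzyme reagent at 57.5 uM final and held 10 min at RT. Next, substrate, coupling system and AmpLite Red are added. After 20 min RT, fluorescence (525/598 nm) is read.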
# B2AR arrestin – recruits beta-arrestin to the human beta2-adrenergic receptor; hit rate 0.02% among 330,000; P07550; beta-arrestin recruitment to beta2AR, cell-based reporter; Potency, µM (titrated, usually from 46.1 µM), without a hit: at the top dose activation, hits mostly activators;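 note: potency is the fitted concentration of half-maximal effect; 0% = DMSO controls and full agonism = EC100 isoproterenol or metaproterenol; nearly all actives have a fitted effect of over 65% in size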
# Chronic BCR inh – chronic active BCR signaling inhibition; Potency, µM (series often up to 46.1 µM), inactives show at the highest dose ratio change, negative = lower green/red ratio, actives largely listed as inhibitors; AID 493014; ABC-DLBCL IkBa-CBG/CBR reporter, luminescence ratio, 4 h; hit rate 0.05% among 340,000; active = well fitted inhibition curve with a large enough effect in the signal ratio, with a control signal flat, not every such curve was filed as active; inconclusive = small, poorly fitted or top-dose-only effect, or effect the other way, or a change in a side signal; the % refers to the signal ratio;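 note: potency is the fitted concentration of half-maximal effect; plate controls were basal doxycycline-induced cells for no effect and cells given 10 µM MG132 for full effect; MG132 reads +100%, hits lower the ratio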
#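 Cell line TMD8 (human ABC DLBCL), stably expressing tet-inducible CBG68-IkBa fusion and CBR; IMDM/0.5% FBS; cpd up to 46 uM; dox induction, 4 h, 37C/5% CO2; dual luminescence; green/red ratio; MG132 control.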
# PKM2 act – PKM2 (human) enzyme activation; P14618; purified PKM2, Kinase-Glo ATP luminescence, activation; response scale: 0% is enzyme alone, no compound; Potency, µM (top dose mostly 57.5 µM), for the others: at the highest dose activation, most hits filed as activators; hit rate 0.34% among 260,000; AID 1631; note: potency is the fitted concentration of half-maximal effect; nearly all actives have a fitted effect of over 55% in size
# Target sequence (P14618 whole entry, looked up): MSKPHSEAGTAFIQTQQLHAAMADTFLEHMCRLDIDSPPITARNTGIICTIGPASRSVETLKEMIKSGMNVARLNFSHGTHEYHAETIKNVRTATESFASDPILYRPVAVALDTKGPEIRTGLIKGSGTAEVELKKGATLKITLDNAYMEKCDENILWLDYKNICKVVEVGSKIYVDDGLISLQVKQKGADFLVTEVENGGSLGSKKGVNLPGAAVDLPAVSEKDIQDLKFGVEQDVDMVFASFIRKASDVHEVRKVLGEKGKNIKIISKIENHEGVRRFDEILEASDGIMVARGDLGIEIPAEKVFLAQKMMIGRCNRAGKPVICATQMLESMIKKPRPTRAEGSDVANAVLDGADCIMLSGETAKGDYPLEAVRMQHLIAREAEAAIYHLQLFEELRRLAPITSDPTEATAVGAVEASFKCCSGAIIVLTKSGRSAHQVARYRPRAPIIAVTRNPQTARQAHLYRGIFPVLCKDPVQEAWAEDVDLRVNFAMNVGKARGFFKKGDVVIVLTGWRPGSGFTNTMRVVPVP
#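 hPK-M2, >95% pure; 0.1 mM ADP / 0.5 mM PEP final; imidazole pH7.2 buffer w/ 7 mM MgCl2, 50 mM KCl; 1 h RT; Kinase-Glo lum. Intermediate enzyme activity for dual inhibitor/activator qHTS.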
# Giardia kill – kills Giardia lamblia | Giardia lamblia trophozoite viability | activity change, % at 7.66 µM, hits read low | hit rate 0.15% among 340,000; in the data active = activity change below about -80%; inconclusive = between about -30% and that limit;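 note: parasites exposed to compound for two days anaerobically before the ATP read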
#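 Media and compound were dispensed first, then trophozoites at 100 cells/well; plates sat 48 hrs at 37 deg C without oxygen before ATP luminescence reagent was added and read after 15-30 min at room temperature.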
# GALK inh – galactokinase (human) inhibition. Purified GALK, Kinase-Glo residual ATP luminescence. AID 1868. hit rate 0.007% among 270,000. P51570. Potency, µM (series often up to 57.5 µM), inactives show at the top dose activity change, negative = inhibition, actives largely listed as inhibitors; note: potency is the fitted concentration of half-maximal effect
#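 Quantitative HTS: GALK 5 nM, ATP 35 uM, galactose 100 uM, 1 h room temperature, then luciferase-based ATP detection.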
# USP2a block – USP2a (human) protease inhibition. O75604. USP2 core, Ub-CHOP2 coupled fluorogenic reporter, 485/531. Potency, µM (highest dose often 38.3 µM), without a hit: at the highest dose activity change, negative = inhibition, usual class: inhibitors. hit rate 0.01% among 330,000. AID 463254;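 note: potency is the fitted concentration of half-maximal effect; plate controls were DMSO wells for no effect and full inhibition by NEM control for full effect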
# Target sequence (O75604 whole entry, looked up): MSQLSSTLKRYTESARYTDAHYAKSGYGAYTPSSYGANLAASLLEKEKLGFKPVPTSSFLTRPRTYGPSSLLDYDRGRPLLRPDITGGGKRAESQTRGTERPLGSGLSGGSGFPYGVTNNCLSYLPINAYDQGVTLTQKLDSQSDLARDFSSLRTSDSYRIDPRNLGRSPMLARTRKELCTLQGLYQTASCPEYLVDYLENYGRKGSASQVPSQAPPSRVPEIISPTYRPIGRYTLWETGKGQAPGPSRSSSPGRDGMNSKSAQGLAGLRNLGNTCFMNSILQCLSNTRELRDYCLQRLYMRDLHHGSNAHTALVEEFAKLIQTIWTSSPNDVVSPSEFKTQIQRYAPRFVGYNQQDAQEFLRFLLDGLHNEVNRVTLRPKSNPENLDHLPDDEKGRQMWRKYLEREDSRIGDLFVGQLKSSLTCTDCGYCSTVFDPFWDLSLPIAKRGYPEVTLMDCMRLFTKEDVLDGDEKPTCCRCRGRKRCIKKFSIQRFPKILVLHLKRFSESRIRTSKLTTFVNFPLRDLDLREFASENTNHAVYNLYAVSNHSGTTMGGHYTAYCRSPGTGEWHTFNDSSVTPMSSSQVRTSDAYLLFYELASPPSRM
#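 USP2 core (10nM final) preincubated 30min RT with compound in 20mM Tris-HCl pH 8.0, 2mM CaCl2, 2mM beta-mercaptoethanol, 0.05% CHAPS; 25nM Ub-CHOP2 plus 25nM reporter substrate added, fluorescence (Ex485/Em531) read after 60min.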
# uPA surface inh – cell surface uPA generation inhibition. hit rate 0.31% among 330,000. Potency, µM (doses to about 38.3 µM), for inactives: top-dose activity change, negative = inhibition, usual class: inhibitors. AID 540303. cell surface uPA generation assay, qHTS; active = well fitted inhibition curve with a large enough effect; inconclusive = small, poorly fitted or top-dose-only effect; inactive = no such curve, though single readings can be large or run the other way; tested in mouse RAW 264.7 cells; note: potency is the fitted concentration of half-maximal effect; nearly all actives have a fitted effect of over 55% in size
# Eya2 phos inh – blocks the phosphatase activity of human Eya2; O00167; recombinant Eya2, OMFP fluorescence dephosphorylation (OMFP is methylfluorescein phosphate); Potency, µM (doses to about 76.9 µM), for inactives: at the top dose activity, negative = inhibition, hits mostly inhibitors; hit rate 0.006% among 330,000; note: potency is the fitted concentration of half-maximal effect
#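 Eya2 protein (added as 0.2 uM solution) was preincubated with compound for 10 min at ambient temperature in 50 mM HEPES pH 7.5, 50 mM NaCl, 5 uM MgCl2, 0.05% BSA, 1 mM DTT. OMFP (added at 50 uM) then reacted 10 min; fluorescence read at 485/525 nm.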
# KCNH2 WT inh – KCNH2 (human, wildtype) channel inhibition | Q12809 | U2OS, BacMam KCNH2, thallium flux FluxOr; stronger effect = lower value | activity change, % at 1.84 µM | hit rate 0.37% among 340,000 | AID 720551;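 active = maximum activity change below -70%; inconclusive = maximum activity change between -70% and -50%; inactive = maximum activity change above -50%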
#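 U2OS cells transduced with wild-type KCNH2 virus are loaded with FluxOr dye for 45 min, and thallium flux is measured in kinetic reads before and after stimulation buffer. Rate constants are normalized to DMSO controls.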
# KCNH2 3.1 inh – KCNH2 3.1 (human) potassium channel inhibition. U2OS KCNH2 3.1, thallium flux FluxOr; stronger effect = lower value. activity change, % (tested at about 1.8 µM). hit rate 0.95% among 340,000. AID 720553;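 active = maximum activity change below -70%; inconclusive = maximum activity change from -70% to -50%; inactive = maximum activity change above -50%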;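 note: thallium influx rate constant from kinetic fluorescence after stimulation buffer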
#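 Channel expression came from 3.1 mutant virus (1.77 x 10^8 /mL) applied to suspended U2OS cells for 4 h. Flux was tracked with FluxOr dye plus Red40 quencher, and kinetic rate constants normalized to controls.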
# Active calls of the source: *; ? = inconclusive; nt = no result given. Unless noted, calls come from the whole dose curve; as a rule, active = well fitted curve in the direction sought with a large enough effect; inconclusive = small, poorly fitted or top-dose-only effect, or another doubt; inactive = no such curve, though single readings can be large; an effect the other way counts as inactive or inconclusive. Unless noted, % is set by controls: 0 for no effect and ±100 for the full control effect. Rows were taken by chance; about 2.4% have a hit in one of these screens.
# Second line of a record: Coupling enz	B2AR arrestin	Chronic BCR inh	PKM2 act	Giardia kill	GALK inh	USP2a block	uPA surface inh	Eya2 phos inh	KCNH2 WT inh	KCNH2 3.1 inh
1. Brc1cc(Br)cc(CN2CCSCC2)c1
    3	-1.1%	?	-12%	-20	4%	1%	3%	23%	3	-8
2. Cc1csc2c(N3CCC(C(=O)O)CC3)ncnc12
    5	-0.5%	-10%	-7%	-11	4%	1%	13%	1%	0	-20
3. O=C(NCC1CCCCC1)c1ccc([N+](=O)[O-])cc1
    0	-0.2%	0%	4%	4	-3%	0%	-17%	-4%	0	-3
4. Cc1ccc(S(=O)(=O)c2nc(-c3ccccc3)oc2NCc2cccnc2)cc1
    -1	-0.3%	2%	11%	8	-8%	-2%	2%	-6%	-10	-22
5. Cc1cccc(CN2CCC(N3CC(C)OC(C)C3)CC2)c1 (stereo unspecified)
    1	0.0%	0%	0%	2	4%	-7%	-2%	-3%	2	5
6. O=C(NC(=O)c1ccc(F)cc1F)Nc1ccc(Cl)cc1
    3	0.6%	?	-6%	-14	-2%	-1%	3%	16%	-4	16
7. COc1ccc(N2C(=O)CC(c3ccccc3)C2=O)cc1 (stereo unspecified)
    1	-0.8%	-1%	1%	2	nt	3%	0%	-1%	-6	-6
8. CCOC(=O)c1csc(NC(=O)C2CCCCC2)n1
    -3	0.0%	?	-3%	-4	-1%	4%	-1%	-3%	-29	-7
9. O=C(c1ccc(O)cc1)c1ccc(Cl)cc1
    0	0.3%	-1%	-1%	-3	5%	-1%	9%	-20%	1	-6
10. O=C(Nc1cccc(-c2nc3ccccc3s2)c1)c1cccs1
    2	-0.2%	?	6%	-5	nt	-1%	-4%	-1%	-17	10
11. Cc1nc2c(-c3ccccc3)c(C)[nH]n2c(=O)c1Cl
    18	-0.2%	?	5%	-1	0%	3%	0%	6%	-14	-11
12. CCc1ccc(N2CN(Cc3ccco3)CNC2=S)cc1
    8	-0.7%	0%	-1%	27	4%	1%	-1%	-4%	-2	3
13. O=NNc1nc2ccccc2n1Cc1ccccc1
    3	-0.7%	?	1%	-6	-3%	-2%	?	?	3	-9
14. O=C(c1nn2c(C(F)(F)F)cc(-c3ccc(F)cc3)nc2c1Cl)N1CCOCC1
    7	0.2%	1%	-17%	-26	-2%	1%	-7%	5%	2	6
15. CC(C)(C)c1ccc(C(=O)Nc2ccc(O)c3c(=O)cc(-c4cccc(Cl)c4)oc23)cc1
    -2	-0.6%	0%	2%	6	2%	-4%	-4%	-14%	16	8
16. CSc1ccc(CN2CCC(N3CC(C)OC(C)C3)CC2)cc1 (stereo unspecified)
    0	-1.1%	-2%	-5%	25	4%	-2%	-5%	-5%	-7	2
17. COCCN(CC1CCCN(C2Cc3ccccc3C2)C1)C(=O)CCC(N)=O (stereo unspecified)
    2	-0.4%	0%	-1%	5	3%	-1%	-2%	?	-43	-127*
18. COc1cc(NC(=O)c2ccccn2)cc(OC)c1OC
    1	-0.6%	9%	0%	-9	-2%	2%	-12%	0%	nt	26
19. CNS(=O)(=O)c1cn(CC(=O)NCc2cccc(OC)c2)cc1S(=O)(=O)NC
    2	0.4%	-4%	nt	-6	nt	0%	0%	-24%	-6	-27
20. O=C(Nc1ccc(F)cc1)c1csc(Cc2ccccc2)n1
    1	-0.2%	?	2%	-14	2%	-5%	-8%	-15%	nt	5
21. O=[N+]([O-])c1ccc(Cl)c(S(=O)(=O)Nc2ccc(-c3ccc(N4CCOCC4)nn3)cc2)c1
    nt	-0.7%	?	nt	-29	nt	0%	-16%	-23%	9	-5
22. COc1ccc(NC(=S)NNC(=O)c2cccs2)cc1
    -1	-1.8%	2%	-1%	-6	nt	3%	2%	2%	-8	4
23. Cc1c(C)n(CCCN(C)C)c2ncnc(Nc3ccccc3)c12
    2	-1.0%	0%	nt	7	nt	0%	1%	6%	8	-9
24. CS(=O)(=O)N(CC(=O)N/N=C/c1cc2c(cc1Br)OCO2)c1ccccc1Br
    2	0.0%	-1%	?	-3	nt	-1%	-4%	7%	-7	3
25. O=C(NCc1ccccc1)C1=C[C@H](C2CC2)C[C@H](OCc2ccc(CO)cc2)O1
    0	0.3%	?	1%	12	1%	4%	6%	-11%	12	0
26. O=C(CN1CCC(C(=O)c2ccc(Cl)cc2)CC1)Nc1ccc2c(c1)OCCO2
    1	0.2%	?	-3%	5	3%	2%	nt	-2%	18	-43
27. O=C(CNc1ccc(Br)cc1)c1ccc(O)cc1
    8	0.3%	-10%	19%	2	0%	-4%	-2%	0%	6	-5
28. Cc1cc(C)cc(OCC(=O)Nc2ccc(N3CCCCC3)cc2)c1
    nt	-0.2%	1%	nt	1	nt	2%	16%	6%	-4	19
29. CN(C(=O)COc1ncnc2ccccc12)C1CCCCC1
    nt	2.7%	-6%	nt	-1	nt	6%	4%	19%	3	-11
30. COc1ccc(N2CC(NS(=O)(=O)c3cccnc3)CC2=O)cc1 (stereo unspecified)
    nt	0.3%	9%	nt	-19	nt	1%	2%	-1%	-1	-8

# Continued; the last two above are carried over.
# Second line of a record: Coupling enz	B2AR arrestin	Chronic BCR inh	PKM2 act	Giardia kill	GALK inh	USP2a block	uPA surface inh	Eya2 phos inh	KCNH2 WT inh	KCNH2 3.1 inh
29. CN(C(=O)COc1ncnc2ccccc12)C1CCCCC1
    nt	2.7%	-6%	nt	-1	nt	6%	4%	19%	3	-11
30. COc1ccc(N2CC(NS(=O)(=O)c3cccnc3)CC2=O)cc1 (stereo unspecified)
    nt	0.3%	9%	nt	-19	nt	1%	2%	-1%	-1	-8
31. CCc1c(C(=O)N/N=C/c2ccsc2)csc1C
    0	-0.8%	?	9%	12	nt	0%	7%	4%	-6	-10
32. Cc1ccc(NC(=O)COC(=O)Cn2ccc(=O)[nH]c2=O)cc1C
    nt	-1.0%	-2%	nt	-3	nt	-2%	-1%	-6%	7	9
33. Cc1ccc(-n2nnnc2/C=C\Nc2cc(C)on2)cc1
    -1	0.0%	?	-6%	-15	-3%	1%	2%	1%	-9	-7
34. Cc1noc(C)c1COc1ccc(C(=O)N2CCCC(C(F)(F)F)C2)cc1 (stereo unspecified)
    nt	-0.7%	0%	-2%	-4	-5%	4%	1%	-1%	-7	2
35. CCCCc1cc(=O)oc2c(CN(C)C)c(O)ccc12
    2	-0.3%	1%	11%	2	2%	-1%	4%	6%	7	6
36. C=CCSc1nc(-c2ccccc2)c(C#N)c(=O)[nH]1
    19	12%	19%	-1%	-5	-3%	0%	-11%	-33%	-7	-16
37. C/C=C/c1ccc(Oc2nnnn2-c2ccc(C(=O)O)cc2)c(OC)c1
    15	-0.2%	13%	2%	-11	-4%	0%	nt	2%	-7	-1
38. OCC[C@@H]1C[C@H](O)[C@@H](O)[C@]2(OCCc3ccccc32)O1
    1	-0.1%	5%	0%	5	nt	1%	6%	7%	7	23
39. O=C(COc1ccc(Cl)cc1)NCc1ccc(F)cc1
    0	-1.0%	3%	-2%	-13	4%	1%	0%	-4%	-4	8
40. Cc1ccc(NC(=O)CSc2nnnn2-c2ccc3c(c2)OCO3)cc1C
    -1	0.4%	?	-13%	4	0%	1%	3%	-19%	-1	-10
41. Cc1cccn2c(=O)c(/C=C(\C#N)C(=O)NCc3ccco3)c(N3CCC(C(N)=O)CC3)nc12
    1	0.2%	6%	-1%	-1	0%	0%	-8%	-2%	4	11
42. Cc1nc(SCC(=O)NC2(C#N)CCCC2)n(CC(C)C)c1C
    nt	-0.1%	?	nt	0	nt	2%	-1%	-18%	-9	-5
43. COCCNC(=O)c1ccc(Cl)c(S(=O)(=O)Nc2cccc(C)c2C)c1
    nt	0.3%	-4%	-5%	-11	5%	1%	7%	-20%	-2	2
44. CC(C)(C)OC(=O)N1CCN(C(=O)c2[nH]cnc2C(=O)Nc2cccc(Cl)c2)CC1
    nt	0.2%	0%	nt	-17	nt	0%	7%	8%	-8	-10
45. COCCn1c(C)c(C)c(S(=O)(=O)c2ccccc2)c1N
    -7	0.2%	0%	nt	-12	6%	11%	1%	?	-7	7
46. C=CCN=C1S/C(=C/c2ccc([N+](=O)[O-])cc2)C(=O)N1CC=C
    2	-0.7%	?	-2%	-21	13%	0%	-5%	12%	-6	3
47. Cc1ccc(OCC(=O)Nc2ccc(CN3CCOCC3)cc2)cc1C
    4	0.3%	2%	-2%	-8	0%	-2%	6%	-10%	9	11
48. Cc1ccc(C(C)(C)C)c(OCCOCCN2CCCC2)c1
    -3	-1.4%	-11%	-3%	-10	2%	4%	1%	-5%	-5	-8
49. O=C(NCc1ccco1)c1ccc(-c2ccccc2Cl)o1
    1	-0.6%	?	nt	11	8%	-1%	0%	17%	-1	-1
50. COc1cccc(OC)c1C(=O)OCC(=O)NCCCc1ccccc1
    -1	-0.9%	2%	nt	14	6%	1%	2%	-10%	-13	-22
51. COc1cccc2cc(C(=O)C3=C(O)C(=O)N(CCN4CCOCC4)C3c3cccs3)oc12 (stereo unspecified)
    6	0.0%	6%	1%	-16	-2%	1%	0%	8%	-5	-3

# From PubChem
